ATXN2 expr inh: inhibitors of ATXN2 expression. 360,000 tested, 0.72% active. Potency, µM (highest dose often 57 µM), for the others: at the top dose activity change, negative = inhibition, most hits filed as inhibitors. HEK-293 ATXN2-luciferase reporter, luminescence, 24 h; further: potency means the concentration at half of the fitted maximal effect; on the % scale 0 is the no-effect control and ±100 the full control effect; nearly all actives have a fitted effect of over 55% in size
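qHTS (up to 57 uM final) was run with 24 h compound exposure of reporter cells at 37 °C. Each well was multiplexed: SteadyGlo luminescence measured ATXN2-luciferase expression after a fluorogenic Gly-Phe-AFC viability readout (25 uM final).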
IL2 activator: IL-2 activation | activation, % (series mostly up to about 46 µM) | IL-2 activation reporter assay, cell-based qHTS; stimulated with anti-CD3/CD4/CD28 beads; in transgenic mouse T cells | 360,000 tested, 0.065% active; in the data active means activation above about 50%; inconclusive means mostly about 30% to 49%; further: 0% is about no effect
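EGFP and DsRed fluorescence is measured by plate cytometry in unstimulated transgenic mouse T cells exposed to compound for 60 minutes, then stimulated 18 hours at 37 degrees C with anti-CD3/anti-CD4 beads plus anti-CD28.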
HepG2 viability: HepG2 cytotoxicity, counter-screen for TGF-b inhibitors; HepG2 CAGA-GFP viability, ATP luminescence, 18 h; Potency, µM (series often up to 46.1 µM), without a hit: at the highest dose activity change, negative = cytotoxicity, most hits filed as cytotoxic; 410,000 tested, 0.76% active; further: potency means the concentration at half of the fitted maximal effect; some results filed as inactive show a strong effect at the top dose
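CellTiter-Glo luminescence gave cytotoxicity after 18 hours at 37 degrees C. The cells were HepG2 CAGA-GFP in 1% FBS DMEM, stimulated with 500 pg/mL TGF-beta after compound addition. %Activity was normalised to no-cell wells (complete cell-killing) and DMSO (no toxicity), and curves were fitted and classified.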
EPAC2 ag: agonists of human EPAC2 (RAPGEF4) | Q8WZA2 | EPAC2 activation, biochemical qHTS; response scale: 100% = 6.5 mM cAMP response | Potency, µM (highest dose often 154 µM), without a hit: top-dose activation, most hits filed as activators | 360,000 tested, 0.079% active; further: potency means the concentration at half of the fitted maximal effect; nearly all actives have a fitted effect of over 50% in size
Target sequence (Q8WZA2 whole entry, looked up): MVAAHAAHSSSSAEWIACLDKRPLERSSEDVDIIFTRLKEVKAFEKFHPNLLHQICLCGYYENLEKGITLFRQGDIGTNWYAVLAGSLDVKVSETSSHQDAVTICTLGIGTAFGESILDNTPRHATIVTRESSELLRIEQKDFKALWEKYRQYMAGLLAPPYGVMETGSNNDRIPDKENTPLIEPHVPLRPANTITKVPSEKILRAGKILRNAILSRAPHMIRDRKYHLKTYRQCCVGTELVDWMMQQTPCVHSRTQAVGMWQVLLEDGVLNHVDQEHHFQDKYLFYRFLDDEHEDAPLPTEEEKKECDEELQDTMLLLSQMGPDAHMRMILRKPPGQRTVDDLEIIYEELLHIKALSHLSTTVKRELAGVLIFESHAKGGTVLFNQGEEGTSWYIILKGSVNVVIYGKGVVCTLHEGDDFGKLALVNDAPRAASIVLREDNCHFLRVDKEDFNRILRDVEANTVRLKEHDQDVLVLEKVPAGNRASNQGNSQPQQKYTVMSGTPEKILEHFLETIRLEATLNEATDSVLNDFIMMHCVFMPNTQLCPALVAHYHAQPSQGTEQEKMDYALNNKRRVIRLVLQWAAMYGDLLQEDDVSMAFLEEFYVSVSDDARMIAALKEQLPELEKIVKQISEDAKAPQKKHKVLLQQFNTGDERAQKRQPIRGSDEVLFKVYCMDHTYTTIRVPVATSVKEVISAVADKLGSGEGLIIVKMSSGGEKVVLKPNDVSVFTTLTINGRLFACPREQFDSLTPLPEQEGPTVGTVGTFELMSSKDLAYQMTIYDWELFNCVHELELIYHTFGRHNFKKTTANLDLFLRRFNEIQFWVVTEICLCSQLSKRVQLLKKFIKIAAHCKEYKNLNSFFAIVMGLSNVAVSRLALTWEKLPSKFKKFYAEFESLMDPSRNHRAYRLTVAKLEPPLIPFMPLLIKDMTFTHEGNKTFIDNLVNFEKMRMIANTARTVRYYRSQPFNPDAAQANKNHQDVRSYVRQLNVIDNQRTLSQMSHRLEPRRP
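Each well held 100 nM EPAC2, 250 nM RAP1B-BODIPY-GDP and 50 uM GDP. Fluorescence, read at 5-min intervals to 30 min, was referenced to a 6.5 mM cAMP positive control.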
TGFb inhibitor: TGF-b pathway inhibition; HepG2 CAGA-GFP TGF-b/SMAD3 reporter, GFP fluorescence, 18 h; TGF-beta stimulated, 500 pg/mL final; Potency, µM (series often up to 46.1 µM), without a hit: top-dose activity, negative = inhibition, actives largely listed as inhibitors; 410,000 tested, 1.2% active; AID 588855; further: potency means the concentration at half of the fitted maximal effect; on the % scale 0 is the no-effect control and ±100 the full control effect; nearly all actives have a fitted effect of over 65% in size
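Inhibition was scored as loss of TGF-beta-induced (500 pg/mL final, 18 hours, 37 degrees C) GFP in HEPG2 cells carrying a CAGA-GFP reporter, in DMEM with 1% FBS. Well GFP was summed per cell; Activity was normalised to unstimulated and stimulated DMSO wells, then concentration-response fitting.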
A549 viability: counter-screen for Nrf2 inhibitors: cytotoxicity in A549 cells; A549 ARE-Fluc cells, CellTiter-Fluor viability, 18-24 h; Potency, µM (titrated, usually from 46 µM), inactives show at the top dose activity change, negative = cytotoxicity, usual class: inhibitors; 390,000 tested, 0.16% active; further: potency means the concentration at half of the fitted maximal effect; on the % scale 0 is the no-effect control and ±100 the full control effect
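A549 ARE-Fluc cells in 5% FBS OPTI-MEM, 5000 cells/well, rested 2 h then exposed to compounds in concentration-response for 18-24 h at 37 °C. Viability by CellTiter-Fluor fluorescence (Ex 405/Em 525) after 30 min; luciferase luminescence (BugLite, 15 min, RT) read afterwards.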
Nrf2 block: blocks Nrf2 signaling; A549 ARE-Fluc reporter, luciferase luminescence, 18-24 h; Potency, µM (series often up to 46 µM), without a hit: at the top dose activity change, negative = inhibition, usual class: inhibitors; 360,000 tested, 2.1% active; further: potency means the concentration at half of the fitted maximal effect; on the % scale 0 is the no-effect control and ±100 the full control effect; nearly all actives have a fitted effect of over 60% in size
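Nrf2 function is reported as luminescence of an ARE-controlled luciferase in A549 cells. Compounds were tested at several concentrations, and a CellTiter-Fluor read on the same wells flagged cytotoxicity.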
ATXN viability: cell viability loss in ATXN counter-screen. S2 cells (HEK-293 line with an ATXN2-luciferase reporter) viability, CellTiter-Fluor protease fluorescence, 24 h. Potency, µM (series often up to 56.7 µM), hits mostly cytotoxic. 400,000 tested, 0.49% active; further: potency means the concentration at half of the fitted maximal effect; nearly all actives have a fitted effect of over 40% in size
Nrf2 ARE act: activates Nrf2 signaling; Potency, µM (top dose mostly 46.1 µM), for inactives: top-dose activation, actives largely listed as activators; AREc32 ARE-luciferase reporter (MCF7-derived line), luminescence, 24 h; AID 624171; 410,000 tested, 0.31% active; further: potency means the concentration at half of the fitted maximal effect; % of control where 0% means no effect; nearly all actives have a fitted effect of over 65% in size
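Steps: seed AREc32_Fluc cells (1000/well, 5% FBS OPTI-MEM); incubate overnight at 37 deg C; add 23 nL compound; incubate 24 hr; add Steady-Glo; hold 30 min RT; read luminescence.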
An asterisk follows results filed as active; i = inactive; ? = inconclusive; . = not tested or not shown; & = joins results of further samples; [ ] = dose if it differs, or a comment. Unless noted, the call rests on the fitted dose curve; in most records, active means well fitted curve in the direction sought with a large enough effect; inconclusive means small, poorly fitted or top-dose-only effect, or another doubt; inactive means no such curve, though single readings can be large; an effect the other way counts as inactive or inconclusive.

entry | mol | Nrf2 ARE act | ATXN2 expr inh | A549 viability | IL2 activator | HepG2 viability | TGFb inhibitor | Nrf2 block | EPAC2 ag | ATXN viability
1 | Clc1ccc(-c2nc3ccc(Br)cn3c2Cc2cccc(Cl)c2)cc1 | 6.7% | 12.9% | . | -0.7 | -4.9% | ? | . | 5.6% | ?
2 | O=C(Cn1ncc(N2CCOCC2)c(Br)c1=O)c1ccc(Cl)cc1 | 2.9% | 11.1% | 7.8% | 1.1 | -9.4% | -3.9% | 13.7% | 2.7% | i
3 | Cc1ccc(CN2C(=O)CCC2C(=O)NCc2ccco2)cc1 (stereo not given) | -0.2% | 0.2% | -1.9% | 2.1 | -41.3% | -12.6% | 5.5% | 7.5% | i
4 | O=C(O)c1ccc2c(c1)C(=O)N(c1cc([N+](=O)[O-])ccn1)C2=O | -0.6% | 0.5% | 0.3% | -0.5 | 1.1% | -8.3% | 0.3% | 10.6% | i
5 | Cn1ccnc1SCCNC(=O)C1CCC(=O)N(Cc2ccc(Cl)cc2)C1 (stereo not given) | -0.8% | 0.0% | 2.8% | -1.5 | 4.1% | 5.9% | -7.4% | 0.4% | i
6 | O=C1Nc2cc(Cl)c(Cl)cc2N(O)N1c1cccc(Cl)c1 | -0.4% | 0.6% | 0.7% | -2.8 | -4.8% | -5.9% | 0.1% | 11.5% | i
7 | CC(=O)c1cccc(NC(=O)COc2ccc(S(=O)(=O)N3CCOCC3)cc2)c1 | 0.0% | -4.2% | -3.1% | -1.3 | 3.1% | 11.4% | -5.0% | 14.7% | i
8 | C/C(CC(=O)Nc1ccc(Cl)cc1Cl)=N\NC(=O)c1ccncc1 | 5.5% | . | 13.2% | -0.3 | -20.7% | -4.3% | 19.3% | 7.5% | i
9 | CCOc1ccc(NC(=O)CC(NC(C)=O)c2ccccc2)cc1S(=O)(=O)N1CCCC1 (stereo not given) | 0.1% | . | 1.5% | -0.7 | -2.5% | 7.7% | 4.5% | 5.7% | .
10 | CCn1c(SCC#N)nc2ccccc2c1=O | -0.1% | 3.5% | 0.8%&11.2% | -0.7 | -16.1%&18.0% | 9.1%&-0.5% | -23.8%&7.7% | 4.6% | i
11 | CCOC(=O)CSc1nc2sc3c(c2c(=O)n1-c1ccc(OCC)cc1)CCN(C)C3 | -0.1% | . | 5.4% | 0.0 | -0.1% | -24.5% | -7.5% | 8.3% | i
12 | Cn1cccc1C(=O)OCC(=O)N1CCN(c2ccccc2)CC1 | 2.8% | 12.1% | -3.2% | 1.8 | 16.2% | 1.8% | ? | 0.5% | i
13 | CC1Sc2ccc(S(=O)(=O)CCC(=O)NC3CCCCCC3)cc2NC1=O (stereo not given) | -0.2% | -15.6% | -0.8% | -1.2 | -5.0% | -6.7% | -16.0% | 0.6% | i
14 | Cc1ccccc1C(=O)OCC(=O)N(C)c1c(N)n(Cc2ccccc2)c(=O)[nH]c1=O | -0.7% | 2.4% | 0.0% | -0.6 | 10.6% | -6.3% | 0.0% | 5.9% | i
15 | COc1cccc(N2CCN(C(=O)c3ccccc3SCC(=O)NCc3ccco3)CC2)c1 | 12.4% | . | 12.6% | -0.4 | -7.8% | -28.0% | ? | -2.8% | i
16 | CC(C)c1cc(C(=O)N(C)C2CCCN(Cc3ccccc3F)C2)n(C)n1 (stereo not given) | -0.7% | . | . | -2.5 | -0.7% | -0.9% | . | -4.5% | i
17 | Cc1cc(C(=O)CSc2nnc(-c3ccccc3)n2-c2ccccc2)c(C)n1-c1ncn[nH]1 | 0.7% | 14.2% | 9.8% | -3.0 | -18.2% | -6.8% | -0.4% | 23.8% | i
18 | O=C(N/N=C/c1ccc(Br)cc1)c1ccccc1-n1cccc1 | 4.9% | ? | -11.9% | 0.6 | -0.9% | 2.0% | ? | 5.8% | ?
19 | COc1cc(NC(=O)c2cc3nc(-c4ccc(C)cc4)cc(C(F)(F)F)n3n2)cc(OC)c1OC | -0.4% | 0.0% | 5.3% | . | -3.1% | 15.4% | -13.4% | . | i
20 | COc1cccc(-c2ccc(C#N)c(OC(=O)c3c(Cl)cccc3Cl)n2)c1 | 25.7% | -31.4% | -18.2% | -4.0 | 1.2% | -13.4% | ? | 2.3% | ?
21 | O=C(NCCOc1ccccc1)[C@@H]1CCCN1C(=O)c1cccs1 | 0.4% | -3.9% | 0.2% | -0.2 | -2.7% | -0.2% | 7.0% | 9.9% | i
22 | CSC1=NC2(CC(c3ccccc3)Oc3cc(O)ccc32)CC(C)(C)N1 (stereo not given) | 4.8% | -8.5% | -2.4% | -4.3 | -39.7% | -11.5% | . | 5.3% | i
23 | CC1(C)CC(=O)C=C(c2ccc(-c3ccccc3)cc2)C1 | 4.2% | 54.5%[activator] | -0.6% | 0.0 | -13.0% | ? | ? | -5.3% | i
24 | CSCCC(NC(=O)CCN1C(=O)c2ccccc2C1=O)C(=O)O (stereo not given) | 0.0% | -8.7% | -12.5% | -1.1 | -12.0% | 4.5% | 0.6% | -9.9% | i
25 | CC1(C)CC(=O)C2=C(C1)OC(N)=C(C#N)C21C(=O)N(Cc2ccccc2Cl)c2ccccc21 (stereo not given) | -0.3% | -5.9% | -0.5% | 1.1 | 0.0% | 2.9% | . | -12.7% | i
26 | Nc1nc2c(F)cccc2s1 | -0.5% | 6.1% | -3.0% | 0.7 | -2.4% | -5.7% | 12.2% | 2.7% | ?
27 | CCOC(=O)C1=CN(C(C)C)CCC1=O | -0.6% | -2.4% | -1.4% | -0.1 | -29.9% | 3.2% | -5.0% | 4.3% | i
28 | COc1cccc(C(=O)NC2(C(F)(F)F)N=C3SCCN3C2=O)c1 (stereo not given) | 0.7% | 8.1% | -0.3% | -1.2 | 5.0% | 1.8% | -5.8% | -0.2% | i
29 | Cc1cc(C)nc(-n2nc(C)cc2NC(=O)c2cc3ccccc3oc2=O)n1 | -0.3% | 0.4% | -6.9% | -1.3 | 3.9% | 13.0% | 5.8% | 20.8% | i
30 | CC1=NN(c2ccc([N+](=O)[O-])cc2)C(=O)/C1=C\N(C)C | 2.2% | 10.7% | -9.2% | -2.2 | 4.47µM* | -0.3% | 28.2% | 12.7% | i

Copied from above, entries 1–2
entry | mol | Nrf2 ARE act | ATXN2 expr inh | A549 viability | IL2 activator | HepG2 viability | TGFb inhibitor | Nrf2 block | EPAC2 ag | ATXN viability
1 | Clc1ccc(-c2nc3ccc(Br)cn3c2Cc2cccc(Cl)c2)cc1 | 6.7% | 12.9% | . | -0.7 | -4.9% | ? | . | 5.6% | ?
2 | O=C(Cn1ncc(N2CCOCC2)c(Br)c1=O)c1ccc(Cl)cc1 | 2.9% | 11.1% | 7.8% | 1.1 | -9.4% | -3.9% | 13.7% | 2.7% | i

Other results.
entry | mol | Nrf2 ARE act | ATXN2 expr inh | A549 viability | IL2 activator | HepG2 viability | TGFb inhibitor | Nrf2 block | EPAC2 ag | ATXN viability
31 | CCOc1ccccc1NC(=O)NCCn1c(=O)oc2ccc(C)cc21 | 0.2% | -13.2% | 2.6% | . | 2.3% | ? | 2.8% | . | i
32 | CCCCn1c(SCC(=O)OCC)nc2c1c(=O)[nH]c(=O)n2C | -0.2% | -25.8% | 1.4% | -1.0 | -22.4% | -4.8% | ? | 6.5% | i
33 | COc1ccc(CN2CCCC(C(=O)N3CCc4ccccc4C3)C2)cc1OC (stereo not given) | -0.1% | -20.4% | 0.0% | -3.0 | -7.5% | -0.1% | 0.0% | 16.5% | i
34 | CCOC(=O)c1sc2nc(C)nc(NCc3cccnc3)c2c1C | -0.4% | 6.6% | -2.3% | -1.2 | 4.1% | 1.0% | -5.4% | 14.6% | i
35 | CCCNC(=O)C(Cc1ccccc1)NC(=O)c1ccc(-c2ccccc2)cc1 (stereo not given) | 0.1% | 4.2% | -1.2% | -2.1 | -4.3% | 4.9% | -18.0% | -4.8% | i
36 | COCCCNC(=S)N(CCN(C)C)Cc1cc2cc3c(cc2[nH]c1=O)OCCO3 | 0.2% | -1.3% | -8.2% | 1.1 | 12.9% | 0.9% | -8.5% | 3.0% | i
37 | CCC(=O)N/C(=N/c1nc(C)cc(C)n1)Nc1ccc(OC)cc1 | 0.2% | -7.9% | 1.5% | -0.7 | 3.6% | -7.8% | 5.6% | -5.3% | i
38 | CCc1nnc(NS(=O)(=O)c2ccc(NC(=S)NC(=O)/C=C/c3ccc(C(C)C)cc3)cc2)s1 | 8.5% | -15.7% | 3.5% | -1.4 | -73.1% | ? | -18.1% | 7.8% | i
39 | O=C(CSc1nnc2c(Cl)cc(C(F)(F)F)cn12)Nc1ccc2c(c1)OCO2 | 0.0% | -9.3% | -10.8% | -3.5 | -16.2% | -1.7% | 1.7% | -0.7% | i
40 | CCC(NC(=S)Nc1ccccc1)C(=O)O (stereo not given) | -1.0%[9.22 µM] | -2.3% | -2.9% | 0.1 | -28.4% | -13.1% | 6.0% | 2.5% | i
41 | Oc1cccc(Nc2ncnc3ccccc23)c1 | 2.6% | 23.0% | -7.2% | -1.9 | -100.1% | ? | 5.0% | 0.8% | i
42 | O=C(NCC(=O)N1CCN(S(=O)(=O)/C=C/c2ccccc2)CC1)c1ccc(Cl)cc1 | 0.1% | -2.9% | -0.3% | -0.8 | -22.3% | -7.2% | -5.5% | -1.3% | i
43 | COc1ccccc1-n1c2nc3ccccc3nc2c2c(=O)n(-c3cc(C)cc(C)c3)cnc21 | 4.5% | -18.7% | -14.6% | -3.0 | -10.1% | 0.0% | ? | 18.9% | i
44 | COc1cccc(CNC(=O)CCn2cnc3ccccc3c2=O)c1 | -1.2% | 6.6% | 8.2% | . | -0.8% | -3.5% | . | . | i
45 | O=C(Nc1ccccc1C(=O)N1CCCCCC1)c1ccc(Cl)cc1 | 0.0% | -34.9% | -1.3% | 2.0 | 6.8% | 2.2% | ? | 2.1% | i

Source: PubChem BioAssay
